High-throughput results (PubChem BioAssay)
IDE inh – cellular human IDE inhibition; P14735; HEK cells, FAbetaB cleavage, fluorescence polarization; inhibition, % at 5.59 µM; 320,000 compounds, 0.41% hits;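 active means percent inhibition above the average of all tested compounds plus 3 SD, set per screening campaign, cut at about 16% in these data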;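 further: IDE supplied by intact live HEK cells; FP after avidin binding of uncleaved biotin substrate so inhibition keeps polarization high; 0% = DMSO wells and 100% = 60 µM reference IDE inhibitor Ii1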
Target sequence (P14735 whole entry, looked up): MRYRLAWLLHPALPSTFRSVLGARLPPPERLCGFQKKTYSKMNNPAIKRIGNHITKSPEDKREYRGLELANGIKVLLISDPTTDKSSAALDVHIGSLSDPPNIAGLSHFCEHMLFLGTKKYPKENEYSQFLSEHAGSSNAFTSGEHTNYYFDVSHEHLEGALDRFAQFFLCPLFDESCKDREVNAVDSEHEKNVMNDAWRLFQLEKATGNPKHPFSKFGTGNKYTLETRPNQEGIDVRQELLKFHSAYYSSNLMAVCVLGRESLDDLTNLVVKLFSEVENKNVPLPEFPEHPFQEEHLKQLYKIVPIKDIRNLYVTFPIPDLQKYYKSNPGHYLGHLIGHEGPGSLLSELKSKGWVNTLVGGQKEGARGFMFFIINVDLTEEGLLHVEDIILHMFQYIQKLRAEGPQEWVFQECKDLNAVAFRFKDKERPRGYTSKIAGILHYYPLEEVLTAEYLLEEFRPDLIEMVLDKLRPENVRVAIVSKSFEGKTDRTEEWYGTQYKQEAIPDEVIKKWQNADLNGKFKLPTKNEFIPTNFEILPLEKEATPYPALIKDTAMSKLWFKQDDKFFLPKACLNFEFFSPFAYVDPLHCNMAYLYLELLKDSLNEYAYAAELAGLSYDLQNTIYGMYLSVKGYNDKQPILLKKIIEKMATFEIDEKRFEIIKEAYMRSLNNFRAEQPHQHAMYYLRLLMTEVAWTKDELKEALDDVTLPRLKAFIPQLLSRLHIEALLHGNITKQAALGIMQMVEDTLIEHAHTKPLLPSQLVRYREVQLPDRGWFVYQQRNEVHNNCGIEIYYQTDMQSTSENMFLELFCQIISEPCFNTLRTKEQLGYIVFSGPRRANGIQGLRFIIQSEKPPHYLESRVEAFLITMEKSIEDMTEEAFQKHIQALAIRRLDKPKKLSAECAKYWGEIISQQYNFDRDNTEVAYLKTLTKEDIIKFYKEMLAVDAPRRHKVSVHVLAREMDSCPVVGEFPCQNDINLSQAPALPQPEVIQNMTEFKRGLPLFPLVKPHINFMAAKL
M4 antag – antagonists of human muscarinic M4 receptor (CHRM4) | AID 624125 | 360,000 compounds, 0.73% hits | inhibition, % at 3 µM | P08173 | CHO-hM4 cells, ACh EC80, Fluo-8 calcium fluorescence;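 active means inhibition above its plate's cutoff, the mean inhibition of sample wells plus 3 SD, cut at about 27% in these data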;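 further: 0% = acetylcholine EC80 with DMSO and 100% = DMSO without agonist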
M5 ag – agonists of human muscarinic M5 receptor (CHRM5); activation, % at 3 µM; CHO-K1 hM5 cells, Fluo-8 calcium fluorescence; 0% DMSO wells, 100% maximal acetylcholine response; P08912; 360,000 compounds, 0.19% hits; AID 624037;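 active means activation above the run's mean over test compounds plus 3 SD, cut at about 23% in these data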;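 further: signal is peak over basal fluorescence ratio across the kinetic read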
CRFBP-R2 block – CRF-BP/CRF-R2 complex antagonism; HEK293 CRF-R2/CRF-BP, CRF-induced calcium fluorescence; inhibition, % at 11.8 µM; 350,000 compounds, 0.59% hits;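 active means inhibition of the ligand-induced calcium signal above about 50% at the single tested concentration, limit read from the data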
M4 PAM – potentiates acetylcholine response at human M4 receptor; P08173; activation, % at 3 µM; CHO-K1 hM4/Gqi5, Fluo-8 calcium fluorescence, ACh EC20; 0% = ACh EC20, 100% = maximal ACh; 360,000 compounds, 0.4% hits;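 active means activation above its plate's cutoff, the mean activation of sample wells plus 3 SD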; further: some results filed as inactive read as strong as hits
M5 antag – antagonists of human muscarinic M5 receptor (CHRM5); CHO-hM5 cells, Fluo-8 calcium fluorescence, ACh EC80; inhibition, % at 3 µM; 360,000 compounds, 0.59% hits;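 active means inhibition above a per-plate cutoff, the mean of that plate's test compounds plus 3 SD, cut at about 27% in these data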;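 further: 0% = acetylcholine EC80 with DMSO and 100% = DMSO without agonist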
M4 ag – agonists of human muscarinic M4 receptor (CHRM4) | activation, % at 3 µM | P08173 | 360,000 compounds, 0.14% hits | CHO-K1 hM4/Gqi5, Fluo-8 calcium fluorescence; vehicle 0%, full acetylcholine response 100%;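 active means activation above the run mean over all test wells plus 3 SD, cut at about 32% in these data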;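 further: peak over basal fluorescence ratio per well then scaled between controls; 0% = DMSO wells and 100% = acetylcholine at EC100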
CRFBP-R2 agonist – CRF-BP/CRF-R2 complex agonism | HEK293 CRF-R2/CRF-BP, calcium dye fluorescence (FLIPR); percent of saturating CRF peptide response | activation, % at 13.2 µM | 350,000 compounds, 0.46% hits;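 active means activation of at least 50%, plus an integration ratio under a set limit after plate pattern correction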;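 further: plate controls were neutral control wells without compound for no effect and CRF at EC100 for full effect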
M5 PAM – potentiates acetylcholine response at human M5 receptor; activation, % at 3 µM; CHO-K1 hM5, Fluo-8 calcium, ACh EC20 PAM; 0% = ACh EC20, 100% = ACh EC100; 360,000 compounds, 0.3% hits; P08912;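 active means activation above the run cutoff, the mean activation of all test compounds plus 3 SD, cut at about 18% in these data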
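Assay system: CHO-K1 hM5 cells. Also added: acetylcholine at EC20 concentration, added after compound. Dosing: 3 µM, single dose. Times: compound preincubation 140 s before EC20 acetylcholine addition. Signal: Fluo-8 calcium fluorescence. Measure: % activation relative to EC20 and EC100 ACh responses. Repeats: singlicate, one well per test compound.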
Active calls of the source: *; / = no result given. Rows are unselected; about 2.9% have a hit in one of these screens.

SMILES	IDE inh	M4 antag	M5 ag	CRFBP-R2 block	M4 PAM	M5 antag	M4 ag	CRFBP-R2 agonist	M5 PAM
CCCCCC(=O)OCc1ccc(C2=CC(=O)CC(C)(C)C2=O)cc1	/	-10	2	-8	-1	-2	5	0.0	0
O=C(CN1CCCCC1)Nc1cccc(-n2cnnn2)c1	2	-2	-7	7	12	-6	1	0.2	3
O=C(O)C1CC(Br)C(Br)CC1C(=O)O (configuration not stated)	/	-13	1	-14	1	-1	1	1.2	-3
Cc1ccc(S(=O)(=O)C2CS(=O)(=O)CC2O)cc1 (configuration not stated)	1	-5	5	-6	12	-20	1	8.2	12
CN1CCC(NC(=O)CCc2ccccc2)CC1	-4	4	-15	12	-6	8	1	5.8	-2
O=C(Nc1ccc(F)c(Cl)c1)c1cc(C2CCCCN2C(=O)CCCc2ccccc2)on1 (configuration not stated)	/	-5	0	/	-7	8	4	/	-7
O=c1[nH]cnc(O)c1C(c1cccc([N+](=O)[O-])c1)c1c(O)nc[nH]c1=O	2	-2	-1	-16	-8	8	1	1.4	-8
CCCCCc1c(O)nc(SCCN(CC)CC)[nH]c1=O	1	5	-1	-4	-2	1	2	0.8	10
O=C(O)CCc1ccc(S(=O)(=O)Nc2cc(C(F)(F)F)ccc2N2CCCC2)cc1	/	3	2	-41	0	3	0	5.1	1
CCOC(=O)C(NC(=O)NC1CCCCC1)(c1ccccc1)C(F)(F)F (configuration not stated)	-1	-17	-3	7	11	-10	1	0.4	0
CCC1(c2ccccc2)NC(=O)N(CC(=O)N(c2ccccc2)C2CCS(=O)(=O)C2)C1=O (configuration not stated)	4	0	5	-28	-1	14	0	1.2	4
CCCCCc1nnc(NC(=O)C(=O)OCC)s1	4	5	-4	1	8	12	0	-0.2	-6
CC(=O)c1c(C)[nH]c(C(=O)CN(C)CC(=O)Nc2ccccc2Cl)c1C	3	-7	6	-10	0	24	12	1.1	-13
Cc1nc2ccccc2c(=O)n1NC(=O)CCC(=O)O	-2	-3	2	19	4	5	1	-2.1	1
COc1cc(C(C#N)N2CCC(c3ccccc3)=N2)ccc1O (configuration not stated)	0	6	-2	3	7	17	0	0.2	0
CC1(C)Oc2ccc3ccc(=O)oc3c2/C(=C/Nc2ccc(O)cc2)C1=O	2	5	-2	-5	-7	6	9	-3.1	-14
Cc1ccc(C)c(S(=O)(=O)N2CCCOC2CNC(=O)C(=O)NCc2ccccc2)c1 (configuration not stated)	3	-6	-2	-2	7	5	10	-1.8	0
Cc1ccc(Sc2ncccc2C(=O)NCC(c2ccc(F)cc2)N2CCOCC2)c(C)c1 (configuration not stated)	9	-13	-2	0	4	1	3	0.2	5
Cc1ccc(-n2ncc3c(NNC(=O)c4ccco4)ncnc32)cc1C	-1	-1	-2	-12	-1	0	2	-0.4	-1
CCCCCCCC(=O)N/N=C/c1ccncc1	4	11	-2	0	18	1	1	2.8	2
COc1ccc(C(CNC(=O)c2ccccc2SC)N(C)C)cc1 (configuration not stated)	-1	4	-19	10	-5	11	0	-0.1	4
CC(C)c1ccc(N2C(=O)CC(Sc3nc4ccccc4o3)C2=O)cc1 (configuration not stated)	3	5	0	-5	-4	2	-1	1.1	-7
Cc1ccc(S(=O)(=O)N2CCC(C(=O)OCC(=O)N3CC(=O)Nc4ccccc43)CC2)cc1	2	13	0	-7	24	-5	2	4.3	-5
O=C(NCC(=O)N1CCCCCCC1)c1ccco1	0	-5	0	3	4	1	2	0.1	-8

Two compounds from above with just M5 antag.
Compound	M5 antag
CCC1(c2ccccc2)NC(=O)N(CC(=O)N(c2ccccc2)C2CCS(=O)(=O)C2)C1=O (configuration not stated)	14
O=C(Nc1ccc(F)c(Cl)c1)c1cc(C2CCCCN2C(=O)CCCc2ccccc2)on1 (configuration not stated)	8

At a glance, part of the list above:
SMILES	IDE inh	M4 antag	M5 ag	CRFBP-R2 block	M4 PAM	M5 antag	M4 ag	CRFBP-R2 agonist	M5 PAM
Cc1ccc(S(=O)(=O)N2CCC(C(=O)OCC(=O)N3CC(=O)Nc4ccccc43)CC2)cc1	2	13	0	-7	24	-5	2	4.3	-5
O=C(NCC(=O)N1CCCCCCC1)c1ccco1	0	-5	0	3	4	1	2	0.1	-8

Remaining list, next part:
SMILES	IDE inh	M4 antag	M5 ag	CRFBP-R2 block	M4 PAM	M5 antag	M4 ag	CRFBP-R2 agonist	M5 PAM
O=C(Nc1ccc(N2CCOCC2)c2nonc12)C1CCCC1	-2	6	0	-4	-4	1	0	-1.5	-3
CN(C(=O)c1ccccn1)c1nnc(-c2cccnc2)s1	6	-1	-6	-5	6	5	1	0.5	0
CC1(C)C(C=C(Cl)Cl)C1C(=O)N/N=C/c1ccccc1F (configuration not stated)	4	-11	-8	-16	-3	7	0	2.1	-5
Cc1ccccc1S(=O)(=O)N1[C@@H](c2ccc(F)cc2)C(C(=O)O)=CC[C@H]1c1ccc(Cl)cc1	1	0	-5	3	0	14	-1	-0.8	0
CCOc1cc(CNC(=O)CCCn2c(=O)c3cccn3c3cccnc32)cc(OCC)c1OCC	3	1	0	11	1	2	4	-0.4	2
O=C(c1ccc([N+](=O)[O-])cc1)N1CCc2ccccc2C1	-3	-11	0	16	-10	8	9	-1.2	-10
COc1ccc(NS(=O)(=O)c2ccc(N3CCOCC3)c(NC(=O)c3ccco3)c2)cc1	2	-8	-5	2	14	14	1	-4.4	-6
Cc1cc(S(=O)(=O)N2CCOCC2)ccc1OCC(=O)NCCCn1ccnc1	-2	-20	-2	1	10	-6	0	0.2	9
COc1ccc(CCNS(=O)(=O)c2ccc(-n3cnnn3)cc2)cc1OC	3	1	0	5	3	-1	1	-1.1	2
C=CCn1c(SCC(=O)Nc2ccc(NC(=O)c3ccco3)c(OC)c2)nnc1-c1ccncc1	8	0	1	6	6	-4	2	-2.7	-1
CCc1nc2c(OCCOc3ccc(F)cc3)cccn2c1N(C)C(=O)CC(C)C	/	-11	-3	/	-1	-6	2	/	1
CCC(=O)N1c2ccc(S(=O)(=O)CCC(=O)NCc3cccs3)cc2CC1C (configuration not stated)	4	-10	1	3	-5	5	1	0.7	-7
c1ccc(-c2ccccc2OCCOCCN2CCOCC2)cc1	3	6	-4	-1	5	-2	1	-1.2	7
COc1cc(C2NC(=O)NC(c3ccccc3)=C2C(C)=O)cc([N+](=O)[O-])c1O (configuration not stated)	7	3	0	8	1	1	0	-1.8	5
O=C(CCC(=O)N1CCCCCC1)Nc1ccc([N+](=O)[O-])cc1	-2	1	-1	6	-1	4	1	-0.2	0
COCCN(C(=O)c1cc(S(=O)(=O)N2CCCCC2)ccc1Cl)c1c(N)n(CC(C)C)c(=O)[nH]c1=O	/	-12	-1	8	5	9	1	-2.5	-4
NC(=S)Cc1nc(-c2ccccc2)cs1	4	17	2	-11	-2	16	2	1.0	-6
O=C(Nc1ccc(Oc2ccc(Br)cc2)cc1)C1=CC=CN2CCS(=O)(=O)N=C12	3	-1	1	9	5	12	0	2.2	0
O=C(O)CSc1nc2c(cnn2-c2ccccc2)c(=O)n1-c1ccc(Br)cc1	1	-4	0	3	1	1	0	1.2	-3
COc1cc(/C=N/NC(=O)COc2ccccc2C)ccc1OC(=O)c1cccs1	5	3	0	3	4	1	0	2.2	6
CC1CCCCN1S(=O)(=O)c1ccc(NC(=O)CSc2nnnn2C)cc1 (configuration not stated)	2	2	-2	4	2	4	1	-1.5	-4
Cc1cc(C)c(O)c(-c2cc(C(=O)NCCc3ccc(S(N)(=O)=O)cc3)[nH]n2)c1	-1	-6	0	10	3	0	1	-0.2	0
Cn1ccnc1SCC(=O)NCC(=O)Nc1ccc(F)c(F)c1F	3	-7	-1	-12	5	16	4	0.3	-7
CCN1CCN(CCC(=O)Nc2ccccc2OC)CC1	1	2	1	11	-1	-3	0	1.5	4

Single records, as listed above.
Profile of c1ccc(-c2ccccc2OCCOCCN2CCOCC2)cc1 = IDE inh: 3; M4 antag: 6; M5 ag: -4; CRFBP-R2 block: -1; M4 PAM: 5; M5 antag: -2; M4 ag: 1; CRFBP-R2 agonist: -1.2; M5 PAM: 7
Profile of Cc1cc(C)c(O)c(-c2cc(C(=O)NCCc3ccc(S(N)(=O)=O)cc3)[nH]n2)c1 = IDE inh: -1; M4 antag: -6; M5 ag: 0; CRFBP-R2 block: 10; M4 PAM: 3; M5 antag: 0; M4 ag: 1; CRFBP-R2 agonist: -0.2; M5 PAM: 0
Profile of Cn1ccnc1SCC(=O)NCC(=O)Nc1ccc(F)c(F)c1F = IDE inh: 3; M4 antag: -7; M5 ag: -1; CRFBP-R2 block: -12; M4 PAM: 5; M5 antag: 16; M4 ag: 4; CRFBP-R2 agonist: 0.3; M5 PAM: -7

Following part
SMILES	IDE inh	M4 antag	M5 ag	CRFBP-R2 block	M4 PAM	M5 antag	M4 ag	CRFBP-R2 agonist	M5 PAM
O=C(CN1C(=O)NC2(CCCc3ccccc32)C1=O)c1ccc(F)c(F)c1 (configuration not stated)	2	-3	0	4	-3	6	4	-1.0	0
COc1ccc2[nH]c3c(NCCCN4CCCC4=O)ncnc3c2c1	4	-21	-3	23	14	-1	0	-1.0	-6
CCOC(=O)c1[nH]c(C)c(C)c1C	-2	2	0	-6	-2	-3	-1	0.5	-1
COc1ccc(S(=O)(=O)Nc2cc(C)on2)cc1	2	-11	-4	-4	12	0	1	1.3	2
CCc1c(C)nc(N)nc1Cl	3	-2	-2	4	10	8	0	-2.2	6
CCN1C=CC(=C2C(=O)c3ccccc3C2=O)C=C1	1	12	-3	28	-5	-3	0	-0.9	-1
CCC(C)NCC(=O)Nc1ccc(-c2nc3cc(NC(=O)CNC(C)CC)ccc3o2)cc1 (configuration not stated)	2	-13	-1	-3	4	0	2	3.4	8
CC1Sc2ccc(S(=O)(=O)NCc3ccccc3)cc2NC1=O (configuration not stated)	-2	3	1	11	-1	5	6	-2.2	3
Cc1ccc(C2(C)NC(=O)N(CC(=O)Nc3ccc(-c4nc5ccc(C)cc5s4)cc3)C2=O)cc1 (configuration not stated)	8	1	0	11	2	5	1	4.8	6
N#CC1c2ccccc2C=CN1C(=O)c1ccccc1 (configuration not stated)	1	2	0	9	3	-3	-1	1.0	-2
O=C(NNc1ccc([N+](=O)[O-])cc1)c1ccccc1F	/	-1	-4	8	-4	9	3	-4.5	-1
O=C(/C=C/c1ccccc1)NC(=S)NNC(=O)c1cnccn1	-4	0	-2	1	-4	12	0	0.7	0
CCOc1ccc2nc(NC(=S)NCc3ccccc3)sc2c1	0	-6	-1	-3	4	7	1	-2.4	-2

Individual results from the results shown:
Under M4 antag, COc1ccc2[nH]c3c(NCCCN4CCCC4=O)ncnc3c2c1 shows -21
Under CRFBP-R2 agonist, CCN1C=CC(=C2C(=O)c3ccccc3C2=O)C=C1 shows -0.9
Under M5 PAM, O=C(/C=C/c1ccccc1)NC(=S)NNC(=O)c1cnccn1 shows 0
Under M5 PAM, Cc1ccc(C2(C)NC(=O)N(CC(=O)Nc3ccc(-c4nc5ccc(C)cc5s4)cc3)C2=O)cc1 (configuration not stated) shows 6
